Compound activity: PubChem, National Center for Advancing Translational Sciences (NCATS)
Pin1 inhibitor: inhibitors of human Pin1; Q13526; Pin1 FP peptide displacement, HiFluor488, 10 min; Potency, µM (top dose mostly 115 µM), for the others: at the highest dose activity, negative = inhibition, usual class: inhibitors; actives 0.009% (n = 390,000); AID 504891; active means well fitted inhibition curve with a large enough effect in the polarisation, with a control signal flat, not every such curve was filed as active; inconclusive means small, poorly fitted or top-dose-only effect, or effect the other way, or a change in a side signal; inactive means no such curve, though single readings can be large or run the other way; the % refers to the polarisation; further: on the % scale 0 is the no-effect control and ±100 the full control effect
Target sequence (Q13526 whole entry, looked up): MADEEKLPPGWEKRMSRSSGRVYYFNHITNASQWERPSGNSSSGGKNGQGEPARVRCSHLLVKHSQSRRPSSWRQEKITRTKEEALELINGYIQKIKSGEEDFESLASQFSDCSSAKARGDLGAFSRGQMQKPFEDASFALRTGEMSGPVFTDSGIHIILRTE
ERG-DNA inh: blocks human ERG Ets domain binding to DNA; Potency, µM (doses to about 76.9 µM), inactives show at the top dose FP activity, negative = inhibition, actives largely listed as inhibitors; actives 0.028% (n = 370,000); fluorescence polarization, His-ERG Ets domain / labelled DNA; AID 624246; active means well fitted inhibition curve with a large enough effect in the polarisation, with a control signal flat; inconclusive means small, poorly fitted or top-dose-only effect, or effect the other way, or a change in a side signal; inactive means no such curve, though single readings can be large or run the other way; the % refers to the polarisation;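 further: polarization taken with two DNA probes labelled with fluorescein and Texas red; % of control where 0% means no effect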
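His-tagged ERG Ets domain (1 uM in the protein solution; 300mM KCl, 50mM Tris-HCl, 1mM EDTA, 1mM DTT, pH 7.5) received compound, then a probe mix of 5 nM fluorescein-DNA and 100nM Texas-615-DNA. Fluorescence polarization was read for both dyes.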
HP1b chromo inh: blocks HP1-beta chromodomain binding to methylated histone tails; P83916; AlphaScreen HP1-beta / biotin-H3K9me3 peptide binding; Potency, µM (titrated, usually from 114 µM), inactives show top-dose activity change, negative = inhibition, usual class: inhibitors; actives 0.56% (n = 390,000); AID 540317; further: nearly all actives have a fitted effect of over 70% in size; inactives centre near 23
Target sequence (P83916 whole entry, looked up): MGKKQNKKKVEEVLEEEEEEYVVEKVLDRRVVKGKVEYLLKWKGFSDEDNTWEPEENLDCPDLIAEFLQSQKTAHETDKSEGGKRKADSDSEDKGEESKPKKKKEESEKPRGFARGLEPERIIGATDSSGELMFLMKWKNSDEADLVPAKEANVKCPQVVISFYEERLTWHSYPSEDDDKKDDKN
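AlphaScreen: HP1-beta (50 nM) preformed 30 min with biotin-H3(1-18)K9me3 peptide (50 nM) in PBS pH 7.4, 0.01% Tween-20. Compound added for 30 min at RT, then streptavidin donor/nickel chelate acceptor beads (10 ug/mL) for 30 min.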
rTrxR1 inhibitor: inhibitors of rat thioredoxin reductase 1; Potency, µM (top dose mostly 114 µM), without a hit: at the top dose activity change, negative = inhibition, actives largely listed as inhibitors; actives 1% (n = 390,000); recombinant rTrxR1, NADPH fluorescence consumption, selenite substrate; O89049; further: on the % scale 0 is the no-effect control and ±100 the full control effect; nearly all actives have a fitted effect of over 65% in size
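Rat TrxR1 (90 nM in the dispensed reagent) was pre-reduced with 400 uM NADPH for 5 min at room temperature, then incubated with compound for 15 min. After 400 uM selenite was added, NADPH fluorescence (Ex 340/Em 450 nm) was followed for 8 min.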
Tb PGK inh: T. brucei PGK inhibition; P07378; PGK/GAPDH coupled, Kinase-Glo luminescence, 60 min; Potency, µM (highest dose often 57.5 µM), for the others: at the top dose activity change, negative = inhibition, most hits filed as inhibitors; actives 0.043% (n = 380,000); further: on the % scale 0 is the no-effect control and ±100 the full control effect; nearly all actives have a fitted effect of over 60% in size
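Luminescent ATP detection (Kinase-Glo Plus) follows a 60-minute room-temperature incubation, with wells lacking PGK as controls. Buffer: 100 mM TEA (pH 7.6), 5 mM MgCl2, 0.01% Tween-20. Coupling enzyme GAPDH (100 nM final) supplies unstable 1,3-BPG in-well.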
RGS4 inh: inhibitors of human regulator of G protein signaling 4 | P49798 | AID 504845 | Potency, µM (top dose mostly 114 µM), for inactives: top-dose activity change, negative = inhibition, actives largely listed as inhibitors | actives 0.039% (n = 390,000) | Transcreener GDP fluorescence polarization, RGS4-accelerated GTP hydrolysis; further: on the % scale 0 is the no-effect control and ±100 the full control effect; nearly all actives have a fitted effect of over 75% in size; some results filed as inactive show a strong effect at the top dose
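MLSMR compounds (23 nl, pin-transferred) preincubated 10 min at room temperature with a 500nM (2x) first reagent, then RGS4 at 900nM (2x) plus Transcreener GDP mix added; fluorescence polarization (620/688 nm) read before and after 90 min at 30 °C.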
ALOX12 inh: blocks human arachidonate 12S-lipoxygenase; actives 1.1% (n = 580,000); Potency, µM (top dose mostly 108 µM), without a hit: at the highest dose activity change, negative = inhibition, usual class: inhibitors; P18054; purified 12hLO, xylenol orange hydroperoxide absorbance; further: on the % scale 0 is the no-effect control and ±100 the full control effect
Target sequence (P18054 whole entry, looked up): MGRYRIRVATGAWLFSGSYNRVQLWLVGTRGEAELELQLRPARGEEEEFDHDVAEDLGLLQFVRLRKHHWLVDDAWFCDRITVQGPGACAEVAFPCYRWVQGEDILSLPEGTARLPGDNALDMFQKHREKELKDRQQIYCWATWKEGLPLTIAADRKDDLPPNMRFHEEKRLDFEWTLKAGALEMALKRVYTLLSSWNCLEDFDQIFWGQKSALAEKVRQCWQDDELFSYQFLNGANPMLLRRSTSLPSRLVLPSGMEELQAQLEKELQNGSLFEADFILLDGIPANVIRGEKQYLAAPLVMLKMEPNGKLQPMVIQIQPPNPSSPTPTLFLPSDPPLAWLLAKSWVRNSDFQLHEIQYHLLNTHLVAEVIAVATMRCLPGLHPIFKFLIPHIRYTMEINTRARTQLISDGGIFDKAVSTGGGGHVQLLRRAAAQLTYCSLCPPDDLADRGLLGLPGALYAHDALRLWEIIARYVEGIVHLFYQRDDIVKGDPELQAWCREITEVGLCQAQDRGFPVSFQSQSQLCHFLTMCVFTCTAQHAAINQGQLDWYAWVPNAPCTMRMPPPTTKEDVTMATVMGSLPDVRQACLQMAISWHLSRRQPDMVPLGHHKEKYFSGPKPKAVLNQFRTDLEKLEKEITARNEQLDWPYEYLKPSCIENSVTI
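Purified human 12hLO at 150 nM in 25 mM Hepes, 0.01% Triton X-100, pH 7.0, preincubated 15 min at room temperature with compound. Reaction started with 40 uM arachidonic acid, 30 min at room temperature. Hydroperoxide measured by Fe-xylenol orange, 573/405 nm absorbance ratio.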
GLS inh: inhibitors of human glutaminase (GLS); O94925; GLS enzymatic activity, qHTS titration; Potency, µM (titrated, usually from 45.5 µM), inactives show at the highest dose activity change, negative = inhibition, hits mostly inhibitors; actives 0.21% (n = 410,000); AID 624170; further: on the % scale 0 is the no-effect control and ±100 the full control effect
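Read-out is an Amplex red fluorescence increase coupled through glutamate oxidase and HRP, measured before and after 30 min room-temperature incubation. hKGA is in 45 mM KH2PO4 (pH 8.2) with 0.02% Tween-20; glutamine added as 1mM solution.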
JMJD2A Tudor: inhibitors of human JMJD2A Tudor domain | actives 4.4% (n = 390,000) | Potency, µM (series often up to 114 µM), for the others: top-dose activity change, negative = inhibition, usual class: inhibitors | AlphaScreen JMJD2A-Tudor / H3K4me3 peptide binding; further: on the % scale 0 is the no-effect control and ±100 the full control effect; nearly all actives have a fitted effect of over 50% in size
Starred values were filed as active, the others as inactive; i = inactive; ? = inconclusive; . = not tested or not shown; [ ] = remark or other dose. Unless noted, the call rests on the fitted dose curve; in most records, active means well fitted curve in the direction sought with a large enough effect; inconclusive means small, poorly fitted or top-dose-only effect, or another doubt; inactive means no such curve, though single readings can be large; an effect the other way counts as inactive or inconclusive. Potency means the concentration at half of the fitted maximal effect. The list is partial. The share of hits here may be higher or lower than overall.

Results follow in this order: Pin1 inhibitor, ERG-DNA inh, HP1b chromo inh, rTrxR1 inhibitor, Tb PGK inh, RGS4 inh, ALOX12 inh, GLS inh, JMJD2A Tudor
[1] Cn1c(=O)c2c(ncn2CC(=O)N/N=C/c2cn[nH]c2-c2ccc(F)cc2)n(C)c1=O
 : 2%, 2%, -3%, 30%[57.1 µM], -4%, 21%, 2%, 1%, -16%
[2] CCOc1ccccc1C(=O)Nc1c(C(=O)Nc2ccc(F)cc2)oc2ccccc12
 : 0%, 1%, 19%, 3%, 1%, 11%, -8%, -1%, -18%
[3] O=Nc1c2cc(-c3ccccc3)[nH]nc-2c2ccccc12
 : 45%[activator], -4%, 23%, 23%, ?, -20%, 7%, 0%, -18%
[4] O=C(CN(Cc1ccccc1)C(=O)CNS(=O)(=O)c1ccc(F)cc1)NCc1ccco1
 : -6%, -5%, -11%, 10%, -6%, -4%, -3%, 0%, ?
[5] CC(=O)C1=C(C)N(c2ccccc2)C(=O)C1(NS(=O)(=O)c1ccc(N)cc1)C(F)(F)F (stereo not given)
 : -4%, 1%, 24%, 4%[57.1 µM], 4%, -4%, -3%, 4%, -2%
[6] Cc1ccc2cc3cc(C(=O)NCCN4CCOCC4)oc3nc2c1
 : ?, -3%, 17%, ?, 2%, -5%, 0%, 2%, -15%
[7] O=C(Nc1ccc(N2CCOCC2)cc1)C1CC(O)CN1S(=O)(=O)c1ccc(Cl)cc1 (stereo not given)
 : 5%, -15%, 9%, 20%, 1%, 19%, -6%, 24%, -13%
[8] COc1ccccc1-n1c(-c2ccc(F)cc2)coc1=O
 : -1%, 15%, 3%, -3%[57.1 µM], -1%, -7%, ., 11%, -11%
[9] CCOc1ccc(-c2cc(NC(=O)Nc3ccccc3Cl)c(C(=O)OC)s2)cc1
 : 1%, -2%, 44%, 5%, -4%, -8%, -7%, -5%, 0%
[10] Cn1c(=O)[nH]c(=O)c2c1nc(N1CCOCC1)n2CC(=O)c1ccccc1
 : -4%, -2%, 29%, 23%[57.1 µM], 8%, 1%, 1%, -6%, 7%
[11] CCOC(=O)c1nc(Nc2ccc(C(=O)O)cc2)c2ccccc2n1
 : -8%, -8%, 9%, 7%[57.1 µM], i, 12%, ?, -14%, 28µM*
[12] COc1cc(/C=C(\C#N)C(=O)Nc2ccc(C(=O)O)cc2)ccc1OC(=O)c1cccc(F)c1
 : 0%, 30%, ?, ?, -3%, ?, 0%, 16%, ?
[13] COC(=O)c1ccccc1NC(=O)COC(C)=O
 : 97%[activator], -11%, -4%, ?, -9%, 10%, -4%, -2%, -26%
[14] c1ccc(N/N=C(\Cc2nc3ccccc3[nH]2)c2ccccc2)cc1
 : 7%, 1%, -18%, -18%, 5%, ?, ?, 8%, ?
[15] CCCNc1c(N)c(=O)c1=O
 : 0%, 1%, 44%[activator], 13%, 4%, 0%, 0%, 9%, -12%
[16] CCOc1ccc(N2C(=O)C3ON(c4ccccc4)C(c4cccs4)C3C2=O)cc1 (stereo not given)
 : -2%, -3%, 40%[activator], 17%[57.1 µM], i, -12%, -3%, -3%, 5%
[17] Cc1ccc(N2CCN(/N=C/C3=C(N4CCOCC4)C(=C\c4ccccc4)/CC3)CC2)cc1
 : -9%, 11%, 16%, 18%, -5%, -6%, ., 11%, -26%
[18] Cc1ccc(S(=O)(=O)NCc2ccc(C(=O)NC3CCCCC3)cc2)cc1
 : -3%, 17%, 32%, 6%, i, 26%[11.4 µM], -35%, 3%, -10%
[19] CCn1c(SCC(=O)NC2CC2)nnc1-c1ccc(F)cc1
 : -1%, -7%, 22%, -17%, -4%, -1%, 204%[activator], 7%, -5%
[20] CCn1c(=O)cc(SCC(=O)NCc2cccc(Cl)c2)c2ccccc21
 : 3%, -5%, 5%, 23%, -4%, 8%, -10%, 2%, -19%

In another format: entries from further up.
nr | Molecule | Pin1 inhibitor | ERG-DNA inh | HP1b chromo inh | rTrxR1 inhibitor | Tb PGK inh | RGS4 inh | ALOX12 inh | GLS inh | JMJD2A Tudor
1 | Cn1c(=O)c2c(ncn2CC(=O)N/N=C/c2cn[nH]c2-c2ccc(F)cc2)n(C)c1=O | 2% | 2% | -3% | 30%[57.1 µM] | -4% | 21% | 2% | 1% | -16%
2 | CCOc1ccccc1C(=O)Nc1c(C(=O)Nc2ccc(F)cc2)oc2ccccc12 | 0% | 1% | 19% | 3% | 1% | 11% | -8% | -1% | -18%
3 | O=Nc1c2cc(-c3ccccc3)[nH]nc-2c2ccccc12 | 45%[activator] | -4% | 23% | 23% | ? | -20% | 7% | 0% | -18%
4 | O=C(CN(Cc1ccccc1)C(=O)CNS(=O)(=O)c1ccc(F)cc1)NCc1ccco1 | -6% | -5% | -11% | 10% | -6% | -4% | -3% | 0% | ?
5 | CC(=O)C1=C(C)N(c2ccccc2)C(=O)C1(NS(=O)(=O)c1ccc(N)cc1)C(F)(F)F (stereo not given) | -4% | 1% | 24% | 4%[57.1 µM] | 4% | -4% | -3% | 4% | -2%
6 | Cc1ccc2cc3cc(C(=O)NCCN4CCOCC4)oc3nc2c1 | ? | -3% | 17% | ? | 2% | -5% | 0% | 2% | -15%
7 | O=C(Nc1ccc(N2CCOCC2)cc1)C1CC(O)CN1S(=O)(=O)c1ccc(Cl)cc1 (stereo not given) | 5% | -15% | 9% | 20% | 1% | 19% | -6% | 24% | -13%
8 | COc1ccccc1-n1c(-c2ccc(F)cc2)coc1=O | -1% | 15% | 3% | -3%[57.1 µM] | -1% | -7% | . | 11% | -11%

Next section.
Results follow in this order: Pin1 inhibitor, ERG-DNA inh, HP1b chromo inh, rTrxR1 inhibitor, Tb PGK inh, RGS4 inh, ALOX12 inh, GLS inh, JMJD2A Tudor
[21] O=C(N/N=C/c1ccc2c(c1)OCO2)C(=O)Nc1ccccc1Cl
 : -3%, 10%, 71%[activator], 37%[activator], i, -13%, 15%, -1%, -21%
[22] O=C(COc1cc2oc(=O)c3c(c2cc1Cl)CCCC3)N1C[C@H]2C[C@@H](C1)c1cccc(=O)n1C2
 : 4%, -3%, 1%, -15%, -6%, 15%, 2%, 8%, -20%
[23] Cc1c(C(=O)NNC(=O)c2ccncc2)oc2ccccc12
 : 0%, 0%, 54%[activator], 7%, -8%, 7%, 8%, 28%, -6%
[24] COc1ccc2c(c1)SC(C)CC2=O (stereo not given)
 : -4%, -4%, 34%, -1%, 6%, 0%, 8%, -2%, -1%
[25] O=C(N/N=C/c1ccsc1)c1c[nH]c2ccccc12
 : -5%, 22%, 32%[activator], 14%, -2%, -7%, 0%, 3%, -5%
[26] CSc1ccc(CNCCCN(C)C)cc1
 : -5%, 5%, 5%, 7%, -9%, -11%, 2%, 7%, -17%
[27] O=C(CSc1ccccc1)NC(=O)NCc1ccccc1
 : 0%, 5%, 65%[activator], 24%, i, -8%[56.9 µM], -10%, -9%, -21%
[28] CC1(c2ccccc2)NC(=O)N(CC(=O)Nc2ccc3c(c2)OCO3)C1=O (stereo not given)
 : 1%, 6%, 8%, 1%, 3%, 17%, -13%, 13%, -14%
[29] C/C(O)=C(\C#N)P(=O)(c1ccccc1)c1ccccc1
 : 1%, -17%, 24%, 8%[57.1 µM], -7%, -6%, -3%, -6%, 1%
[30] O=C(NNC(=S)NC(=O)c1ccccc1)c1cccnc1
 : -11%, 3%, 17%, -21%, 0%, -22%, -9%, 21%, -18%
[31] COc1ccccc1NC(=O)C(=O)/C=C(\O)c1ccccc1
 : -1%, -7%, 13%, ?, 15%, -1%, -2%, 8%, -31%
[32] Cc1cccn2c(Nc3ccc4c(c3)OCCO4)c(-c3ccc(Br)o3)nc12
 : ?, 0%, ?, ?, -10%, -27%, ?, -22%, 22µM*
[33] Nc1nnc(SCc2ccccc2F)s1
 : 0%, 2%, 45%[activator], -3%, 5%, 3%, 0%, 3%, -13%
[34] Cc1ccc2nc(NC(=O)C3CCN(S(=O)(=O)c4cccs4)CC3)sc2c1
 : 17%, 1%, 4%, 48%[activator], -1%, 1%, -13%, 3%, -12%
[35] CCc1cc(=O)n2c([nH]c3ccccc32)c1C#N
 : 4%, -16%, 32%, 26%[57.1 µM], -5%, -18%, 0%, 28%, -5%
[36] O=C1OCCC1Sc1nc2ccccc2c(=O)n1Cc1ccc(F)cc1 (stereo not given)
 : -1%, -3%, 20%, 1%, -6%, -9%, -6%, 3%, -15%
[37] COc1ccc(CCN(C)C2CCCN(C(=O)CCSC)C2)cc1OC (stereo not given)
 : -2%, -6%, 90%[activator], 19%, i, 0%, 2%, 17%, -12%
[38] CCCN(CCC)Cc1c(C(=O)N/N=C/c2ccco2)nnn1-c1nonc1N
 : -7%, -9%, 27%, 1%, -1%, -4%, -11%, 6%, -11%
[39] O=C(Nc1nnc(-c2ccccc2)o1)c1cc(Cl)sc1Cl
 : -5%, -6%, 45%[activator], -18%, -8%, 15%, 2%, -3%, -19%
[40] CN1CC(c2ccccc2Cl)C2(COc3ccccc3C2=O)C12C(=O)Nc1ccccc12 (stereo not given)
 : 1%, 3%, 9%, 6%[57.1 µM], 1%, 8%, -9%, 6%, ?
[41] COCCc1nc2ccc(C(=O)N3CCCC(CCCO)C3)cc2o1 (stereo not given)
 : 2%, 1%, 24%, 13%, -4%, 1%, 4%, 0%, 1%
